Compound activity deposited in PubChem by several laboratories.
Ecoli tolC: E. coli tolC mutant growth inhibition; E. coli BW25113 tolC mutant growth, OD615; growth inhibition, % at 10 µM (by protocol); actives 2.2% (n = 65,000); AID 573;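 active = growth inhibition at or above a cutoff equal to the mean over every tested compound plus 3 SD, cut at about 60% in these data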;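 note: growth measured after 20 h incubation at 37 °C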
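Test system: E. coli BW25113 ΔtolC::kan bacteria; incubation: 37 °C, 20 h exposure; medium: LB broth supplemented with 50 µg/mL kanamycin; read-out basis: percent growth inhibition; signal: A615 absorbance measurement; compound: 10 µM final, single dose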
RORa activator: activators of human nuclear receptor RORA; P35398; CHO-K1 Gal4-RORA LBD luciferase reporter, luminescence; percent increase over mock-subtracted basal signal; AID 560; actives 1.5% (n = 65,000); activation, % at 10 µM;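 active = activation above the mean of all tested compounds plus 3 SD, cut at about 49% in these data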;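 note: 0% = DMSO-treated RORA cells and 100% = added signal equal to DMSO minus mock-transfected cells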
Target sequence (P35398 whole entry, looked up, the tested form may be a part): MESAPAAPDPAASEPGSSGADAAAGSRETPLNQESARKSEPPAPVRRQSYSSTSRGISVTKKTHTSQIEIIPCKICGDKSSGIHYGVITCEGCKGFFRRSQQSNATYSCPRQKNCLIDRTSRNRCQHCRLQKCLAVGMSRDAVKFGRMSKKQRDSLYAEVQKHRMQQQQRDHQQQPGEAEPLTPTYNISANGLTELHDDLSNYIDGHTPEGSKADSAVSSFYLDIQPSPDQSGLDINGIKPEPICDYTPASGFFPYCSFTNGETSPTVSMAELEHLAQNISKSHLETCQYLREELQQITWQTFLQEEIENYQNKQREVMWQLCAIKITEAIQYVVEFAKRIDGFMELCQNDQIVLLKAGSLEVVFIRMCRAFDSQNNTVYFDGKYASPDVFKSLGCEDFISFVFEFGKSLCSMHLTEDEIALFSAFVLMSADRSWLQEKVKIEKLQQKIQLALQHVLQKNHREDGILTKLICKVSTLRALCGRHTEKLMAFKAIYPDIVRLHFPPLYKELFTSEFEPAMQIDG
5HT1E ag: agonists of human 5-HT1E serotonin receptor | P28566 | CHO 5-HT1E Ga15 NFAT-bla reporter, FRET; 0% DMSO wells, 100% control agonist wells | activation, % at 6 µM | actives 0.69% (n = 65,000) | AID 574;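 active = activation above a set limit, the screen-wide mean activation plus 3 SD, cut at about 8.5% in these data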;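 note: 100% = positive control agonist at 1 µM giving full maximal response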
HTR1A agonist: activates the human 5-HT1a serotonin receptor; P08908; CHO 5-HT1a Ga15 NFAT-bla reporter, FRET ratio; 0% basal, 100% maximal reference agonist; activation, % at 10 µM; actives 0.56% (n = 65,000);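 active = activation above the screen-wide mean activation plus 3 SD, cut at about 19% in these data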;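 note: 0% = DMSO wells and 100% = 5-CT at EC100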
5-HT1A blocker: antagonists of human 5-HT1a serotonin receptor; P08908; CHO 5-HT1a Ga15 NFAT-bla reporter, antagonist mode; inhibition, % at 10 µM; actives 0.68% (n = 62,000); AID 612;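 active = inhibition above the mean of all tested compounds plus 3 SD, cut at about 43% in these data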;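 note: receptor stimulated by 5-CT agonist at 100 nM near EC80; beta-lactamase reporter measured by ratiometric fluorescence of a cleavable substrate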
MMP13 inh: MMP13 (human) collagenase inhibition. P45452. MMP-13 fTHP FRET cleavage, Mca fluorescence. actives 0.07% (n = 65,000). inhibition, % at 4 µM. AID 570;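 active = inhibition above the mean of compound-free control plate wells plus 3 SD, cut at about 14% in these data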;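 note: 0% = DMSO wells and 100% = wells with reference MMP-13 inhibitor after basal subtraction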
HTR1E antagonist: 5-HT1E (human) receptor antagonism; CHO 5-HT1E Ga15 NFAT-bla reporter, FRET, antagonist; actives 0.99% (n = 65,000); inhibition, % at 6 µM; AID 571; P28566;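 active = inhibition above a set limit, the mean inhibition across every tested compound plus 3 SD, cut at about 29% in these data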;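 note: signal is the 460 over 535 nm emission ratio of beta-lactamase substrate; 0% = agonist plus DMSO wells and 100% = wells without agonist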
SF1 activator: SF-1 (human) activation. AID 522. actives 1.9% (n = 65,000). Q13285. activation, % at 10 µM. CHO-K1 Gal4-SF-1 LBD luciferase reporter; % increase over DMSO SF-1-specific signal;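 active = activation above the mean activation of all tested compounds plus 3 SD, cut at about 50% in these data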
Target sequence (Q13285 whole entry, looked up, the tested form may be a part): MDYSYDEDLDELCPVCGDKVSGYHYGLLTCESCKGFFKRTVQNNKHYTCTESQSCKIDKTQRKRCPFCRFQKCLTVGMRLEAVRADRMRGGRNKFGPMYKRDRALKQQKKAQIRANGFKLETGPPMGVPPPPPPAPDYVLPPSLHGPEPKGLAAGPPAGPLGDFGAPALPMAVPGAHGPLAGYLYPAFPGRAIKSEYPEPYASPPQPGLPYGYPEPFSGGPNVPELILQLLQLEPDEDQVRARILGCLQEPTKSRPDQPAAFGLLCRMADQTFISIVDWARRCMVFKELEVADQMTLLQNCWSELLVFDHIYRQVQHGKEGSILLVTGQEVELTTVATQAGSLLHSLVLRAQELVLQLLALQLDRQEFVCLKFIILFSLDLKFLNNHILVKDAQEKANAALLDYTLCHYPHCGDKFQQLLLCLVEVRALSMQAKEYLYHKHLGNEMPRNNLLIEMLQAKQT
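Assay system: CHO-K1 cells co-transfected with Gal4 DBD–human SF-1 LBD, 5xGal4 luciferase reporter / Input: 4,000 cells per well / Incubation: 20 h compound exposure at 37 °C after 1 h cell settling / Detection: SteadyLite luciferase luminescence / Control set: DMSO negative control and −SF1 background wells / Replication: one test per compound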
NADH coupling: inhibitors of enzymes used to reach an NAD/NADH endpoint; actives 0.02% (n = 65,000); AID 774; IC50, µM (titrated, usually from 10 µM), without a hit: at the highest dose inhibition; coupled PK/LDH NADH assays, four targets;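 active = single-dose screening hits from any of four coupled enzyme assays that gave an IC50 when retested across doses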;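 note: the DPM-DC format reads NADH fluorescence rather than 340 nm absorbance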
Active calls of the source: *; . = not tested or not shown; [ ] = remark or other dose. An unsorted share of the library. Share with any hit: about 7.2%.

SMILES	Ecoli tolC	RORa activator	5HT1E ag	HTR1A agonist	5-HT1A blocker	MMP13 inh	HTR1E antagonist	SF1 activator	NADH coupling
Cc1ccc2[nH]c(=O)c(CN(Cc3cccnc3)C(=O)c3ccncc3)cc2c1	-28	6	-0.7	-1.3	-3	-3	5	-7	2%
O=C(CCc1nc(-c2ccccc2)no1)Nc1cc(C(F)(F)F)ccc1Cl	2	-12	2.0	-1.9	1	-5	6	-24	3%
CCOC(=O)C1CCCN(C(=O)c2cc(-c3ccc(C)cc3)on2)C1 (centres undefined)	30	-42	-0.4	0.5	4	5	-9	-30	1%
CCOc1ccc2[nH]c(=O)c(CN(Cc3cccs3)C(CC)c3nnnn3C(C)(C)CC)cc2c1 (centres undefined)	38	-10	-0.2	1.6	12	-7	-3	19	6%
Cc1nc2cc(S(=O)(=O)N3CCC(C(=O)O)CC3)ccc2n1C1CCCC1	-31	10	-0.7	-4.1	4	-2	6	-8	7%
CCC(=O)Nc1ccc(-c2nnc(SCC(=O)NCC3CCCO3)n2C)cc1 (centres undefined)	5	9	0.1	2.6	.	1	-1	1	2%
CN(Cc1ccccc1)Cc1nc2c([nH]1)c(=O)[nH]c(=O)n2C	.	-3	0.4	-3.1	-5	1	-10	-6	2%
CC1(C)CC(=O)C2=C(C1)N(CCN1CCOCC1)C1=C(C(=O)CC(C)(C)C1)C2c1ccc(Cl)cc1	2	5	5.0	16	-18	-90[fluorescence artefact?]	-3	0	2%[fluoresces]
CC(C)(C)OC(=O)N1CCC[C@H]1c1nnc(SCc2ccccc2Cl)o1	36	9	-1.1	1.1	13	-1	5	-4	2%
Cc1ccc(N(CC(O)CN2CCCC2)S(=O)(=O)c2ccccc2)cc1 (centres undefined)	-11	-10	0.0	-0.1	1	6	0	10	7%
c1cc2nnnn2nc1N1CCCCC1	-13	-18	-0.3	-3.9	-4	2	-9	6	4%
Cc1cc(C)c2c(N=CN(C)C)c(C(=O)N3CCN(c4ncccn4)CC3)sc2n1	-12	21	1.0	2.8	-2	0	-2	-4	6%
COCc1cc(C)nc(N2CCc3ccccc32)c1C#N	10	-2	0.2	1.9	14	-5	-5	-18	6%
CC1(C)CC(=O)C2=C(C1)Oc1nc3ccccc3cc1C2C(C#N)C#N (centres undefined)	-1	-72	-0.4	-1.3	.	0	28	-81	4%
O=C(N1CCOCC1)N1CCCC(c2nc(-c3cccs3)no2)C1 (centres undefined)	-2	-12	0.6	-0.1	1	-1	-13	17	3%
Cn1c(=O)c2c(-c3ccccc3)n(-n3cnnc3)cc2n(C)c1=O	-3	10	-0.9	-0.5	34	-1	18	21	2%
Oc1oc(-c2ccccc2)nc1C=NCc1ccncc1	8	1	-0.6	0.8	.	-2	8	-16	10%
CCOc1ccc(N(C)S(=O)(=O)c2ccc3[nH]cc(C(=O)NCC4CCCO4)c(=O)c3c2)cc1 (centres undefined)	11	-3	0.5	-0.2	3	-2	-1	-4	1%
N#Cc1ccc(CSc2nnc(NC(=O)C3CCCO3)s2)cc1 (centres undefined)	8	-12	-0.4	2.2	9	-4	-1	-17	3%
Cc1ccc(CNC(=O)c2ccccc2NC(=O)CSc2nnnn2C)cc1	0	-4	-0.3	-2.7	-3	-9	27	4	3%
Oc1ccccc1-c1nc(NCc2ccco2)c2ccccc2n1	13	15	0.0	-0.3	.	3	12	19	3%
C=CCn1c(SCC(=O)N2CCN(C(=O)c3ccco3)CC2)nc2sc(CC)cc2c1=O	5	30	-1.5	2.0	-1	-2	16	10	6%
Cc1ccccc1NC(=O)CC1SCCNC1=O (centres undefined)	-4	-1	-1.3	-0.7	-5	5	-7	-20	2%
O=C(c1ccc(N2C(=O)CCC2=O)cc1)N1CCN(c2ccccc2)CC1	-14	3	0.2	-1.8	-3	1	-7	-4	5%

Entries listed so far with a thiophene ring, fused or not (4):
SMILES	Ecoli tolC	RORa activator	5HT1E ag	HTR1A agonist	5-HT1A blocker	MMP13 inh	HTR1E antagonist	SF1 activator	NADH coupling
CCOc1ccc2[nH]c(=O)c(CN(Cc3cccs3)C(CC)c3nnnn3C(C)(C)CC)cc2c1 (centres undefined)	38	-10	-0.2	1.6	12	-7	-3	19	6%
Cc1cc(C)c2c(N=CN(C)C)c(C(=O)N3CCN(c4ncccn4)CC3)sc2n1	-12	21	1.0	2.8	-2	0	-2	-4	6%
O=C(N1CCOCC1)N1CCCC(c2nc(-c3cccs3)no2)C1 (centres undefined)	-2	-12	0.6	-0.1	1	-1	-13	17	3%
C=CCn1c(SCC(=O)N2CCN(C(=O)c3ccco3)CC2)nc2sc(CC)cc2c1=O	5	30	-1.5	2.0	-1	-2	16	10	6%

Additional structures:
SMILES	Ecoli tolC	RORa activator	5HT1E ag	HTR1A agonist	5-HT1A blocker	MMP13 inh	HTR1E antagonist	SF1 activator	NADH coupling
COC(=O)C1=CN(C)C=C(C(=O)OC)C1c1ccccc1Cl	-21	6	6.5	19*	-28	-320[fluorescence artefact?]	1	-4	8%[fluoresces]
CCN(CC)S(=O)(=O)c1ccc(Nc2nc3ccccc3n3nnnc23)cc1	49	70*	0.5	-1.1	-5	-3	5	49	7%
N#CC1=C(SCC(=O)NC2CCCCC2)NC(=O)CC1c1ccco1 (centres undefined)	10	14	-0.5	-0.3	-3	2	-6	9	2%
Cc1ccc(NC(=O)N2CCC(c3nc4c(nnn4Cc4cccc(Cl)c4)c(=O)[nH]3)CC2)cc1	99*	9	-0.3	0.8	-6	3	-9	-4	3%
c1ccc2c(c1)CNc1ccccc1C2	7	-22	0.7	-2.1	-1	2	-9	0	3%
CN(C)c1ccc(CNn2cnnc2SCc2ccccc2F)cc1	14	21	1.4	-2.9	1	0	4	16	4%
Cc1cccc(NC(=O)CCN2CCN(C/C=C/c3ccccc3)CC2)c1	8	-7	0.2	-0.1	5	1	-4	10	2%
N#CC1=C(C2CC2)CC(c2ccccc2)C(C#N)=C1N (centres undefined)	-5	3	0.5	-1.9	12	-50	-3	-11	5%
CC(=O)Nn1cc2c(=O)n(C)c(=O)n(C)c2c1	-12	26	-0.1	0.9	-4	1	-11	1	6%
CC(C)n1c(C(=O)OCC(=O)NCc2ccc3c(c2)OCO3)cc2occc21	64*	14	-0.8	-3.5	12	12	1	-2	4%
COc1cc(NS(=O)(=O)c2ccc(OC)c(OC)c2)cc(OC)c1	8	-23	-0.3	-0.6	7	-5	3	-2	5%
O=C(NCc1cccnc1)c1ccc2c(c1)OCO2	-24	-12	-0.7	-2.9	5	-2	17	-9	2%
NC(=O)CS(=O)(=O)c1nc2ccccc2n1Cc1ccccc1F	10	-22	-0.6	0.7	6	1	-7	-10	0%
CC1=CC(C)(C)N(C(=O)c2ccc(F)cc2)c2cc3c(cc21)OCO3	87*	-4	-0.7	-4.7	43*	0	-4	2	3%
C=CCn1c(SCC(=O)Nc2cc(C)nn2-c2ccccc2)nnc1C1CCCCC1	10	-9	-0.8	-2.2	8	-1	-1	9	7%
CCC(C)(C)n1nnnc1CN1CCSCC1	-14	-4	-0.5	-2.1	0	-1	2	4	10%
Cc1cc(NC(=O)CSc2nnc(-c3cccnc3)n2C)no1	-21	6	-0.1	-1.4	-14	2	-8	-4	3%
O=C(CCCOc1ccc(Cl)cc1)N1CCCCCC1	20	9	-0.8	-0.9	-2	1	3	0	4%
COC(=O)c1cccc(NC(=O)CN2CCN(Cc3ccccc3)CC2)c1	4	-11	-1.0	-4.2	-1	-8	15	-2	2%
CN1CCN(c2ccc(NC(=O)Cc3ccccc3)cc2)CC1	-28	40	0.0	-1.0	-4	2	-3	40	6%
COC(=O)c1c(C)nc2ccccc2c1C(=O)O	-14	1	-0.7	-4.2	-1	0	-3	-8	5%
O=C(O)C1CCC(CNCc2cccnc2)CC1 (centres undefined)	-25	4	-1.0	-3.0	3	2	-1	4	5%
CC1(C)CC(O)(CCNCc2ccc3c(c2)OCO3)CCO1 (centres undefined)	.	1	-0.3	-2.4	5	4	-1	3	.
CS(=O)(=O)N1CCCC(C(=O)NCc2ccc(F)cc2Cl)C1 (centres undefined)	-14	21	-1.4	0.1	-5	2	-2	7	6%
O=C(c1ccc(N2C(=O)CCC2=O)cc1)N1CCOCC1	0	7	2.0	0.1	-12	3	-3	1	1%
COc1ccc(N2C(=O)NC3CC2(C)Oc2ccccc23)cc1OC (centres undefined)	-17	-1	-0.9	0.8	-2	-3	-2	2	8%
CCOC(=O)N1CCC(NC(=O)C(NS(=O)(=O)c2ccc3c(c2)CCN3C(C)=O)C(C)C)CC1 (centres undefined)	-21	-37	-0.2	-1.7	-10	0	-3	-12	4%
Cn1nc(C(=O)NCC2CCCO2)c2ccccc2c1=O (centres undefined)	-19	-8	-0.1	-3.9	3	3	-8	-6	7%
O=C(CSc1ncnc2sc3c(c12)CCCCC3)NCc1ccco1	11	19	-1.0	-1.6	20	-4	3	15	2%
O=C(CNS(=O)(=O)c1cccc2nsnc12)NC1CCCCC1	-7	13	-0.5	0.1	3	11	2	1	1%
CC(=O)Oc1ccccc1N1C(=O)c2ccc(C(=O)O)cc2C1=O	-13	-6	1.3	-0.7	1	-1	8	-6	3%
CN(C)c1nc(Nc2ccc(Cl)cc2)nc(OCC#N)n1	-5	2	0.1	-1.4	22	-3	12	13	3%
Cc1ccc(CCNC(=O)C2CCCN(S(=O)(=O)c3cnc[nH]3)C2)cc1 (centres undefined)	-7	-4	0.2	-2.2	12	4	-8	6	1%
CCCc1cc(=O)[nH]c(SCCOc2ccc(Cl)cc2)n1	31	12	-0.3	-1.0	-2	1	0	-15	2%
Cc1cccc(-n2nnc(C(=O)NCc3ccccc3)c2N)c1	-5	22	-0.7	-1.7	9	-2	2	17	2%
COC(=O)CSc1nc(NC(C)C)nc(N2CCOCC2)n1	-2	12	0.9	0.8	-2	-3	4	22	7%
O=C1CCCN1CCC1CCN(C2CC(=O)N(Cc3ccc(N4CCCC4=O)cc3)C2=O)CC1 (centres undefined)	-13	-6	-0.1	-1.3	-17	-1	-2	1	8%
CC(C)(C)c1ccc(C(=O)N2CCC(C(=O)NCC3CCCO3)CC2)cc1 (centres undefined)	-11	18	0.0	0.8	-4	-1	-11	45	7%
Cc1cccc(-n2ccnc2SCC(=O)Nc2ccc3c(c2)OCCO3)c1	32	7	-0.5	-4.1	-2	-4	1	12	4%
Cc1cc2ncn(C(=O)c3c(-c4ccccc4Cl)noc3C)c2cc1C	4	4	0.0	-2.0	7	0	-7	7	6%
CCOC(=O)CNc1nc(OCC#N)nc(N2CCOCC2)n1	-18	-5	-0.4	-1.7	-14	-1	7	-3	5%
C=CCN(CC=C)C(=O)Cc1ccc(F)cc1	4	11	1.1	-3.8	-3	1	-3	6	3%
CC(C)(Oc1ccc(Cl)cc1)C(=O)OCC(=O)N1CCCC1	17	-10	0.3	-3.6	-6	-1	-5	2	4%
CC1(C)CC(=O)C(C=Nc2ccc(O)cc2)=C(O)C1	-21	36	0.4	-4.7	12	-2	10	51*	6%
CCn1c(SCc2nc3ccccc3[nH]2)nnc1-c1cccs1	7	-22	-0.8	0.2	24	-1	28	2	4%
COc1ccc(OC(C)C(=O)N2CCc3ccccc3C2)cc1 (centres undefined)	18	-15	0.6	1.0	10	4	-4	-12	9%
